Compound activity: PubChem, several laboratories
Rtt109 Vps75 = blocks Candida albicans Rtt109/Vps75 acetyltransferase activity; Q5AAJ8; inhibition, % at 34.9 µM; purified Rtt109/Vps75, ThioGlo CoA-SH fluorescence, 4 h; hit rate 0.16% among 330,000;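 active means inhibition of at least 50% in every replicate; inconclusive means best replicate reaches 50% inhibition but some replicates fall short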
Target sequence (Q5AAJ8 whole entry, looked up): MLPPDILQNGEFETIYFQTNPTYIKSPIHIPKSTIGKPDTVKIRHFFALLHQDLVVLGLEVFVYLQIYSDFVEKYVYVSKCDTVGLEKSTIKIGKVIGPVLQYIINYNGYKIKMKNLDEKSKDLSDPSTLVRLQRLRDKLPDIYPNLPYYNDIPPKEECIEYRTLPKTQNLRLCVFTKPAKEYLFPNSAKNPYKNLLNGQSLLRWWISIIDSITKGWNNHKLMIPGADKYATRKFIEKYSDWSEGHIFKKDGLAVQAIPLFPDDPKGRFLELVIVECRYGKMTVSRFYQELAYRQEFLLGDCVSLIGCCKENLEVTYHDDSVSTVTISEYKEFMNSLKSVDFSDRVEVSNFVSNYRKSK
phage Ecoli inh = E. coli growth loss with phage present. growth absorbance. inhibition, % at 11.9 µM. hit rate 0.26% among 360,000; in the data active means inhibition above about 11%
Ecoli viability = bacterial growth inhibition, counter-screen for AddAB inhibitors; E. coli V3065 growth, OD600 absorbance, 18 h; inhibition, % at 11.9 µM; hit rate 0.27% among 330,000;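 active means inhibition above the campaign's mean inhibition across all tested compounds plus 3 SD, cut at about 9.9% in these data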;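 further: uninfected addAB+ strain grown without phage in ampicillin broth; 0% = DMSO wells and 100% = ciprofloxacin 0.95 µg/ml wells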
CAL PDZ FP = blocks peptide binding to human CAL PDZ domain; purified CAL PDZ, TMR-peptide fluorescence polarization, 1 h; AID 504414; Q9HD26; inhibition, % at 20 µM; hit rate 0.02% among 330,000;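 active means highest replicate inhibition of at least 40%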;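 further: plate controls were DMSO neutral control wells for no effect and unlabeled competitor peptide control wells for full effect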
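Material: tagged CAL PDZ protein CerCALP, purified; buffer or medium: sodium phosphate/NaCl buffer pH 7.4 with TCEP, IgG, Thesit; also added: fluorescent TMR peptide probe; schedule: 1 h incubation at room temperature before polarization reading; technique: fluorescence polarization from S- and P-plane intensities, G-factor corrected; control set: unlabelled peptide and DMSO controls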
Wnt bcat act = activates Wnt/beta-catenin signaling in a reporter cell assay. activator, plate reader. activation, % at 9.35 µM. hit rate 1.2% among 300,000; in the data active means activation above about 30%, passing the limit was not always enough; inconclusive means no clear call, values can overlap the other calls;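 further: 0% = neutral control wells and 100% = positive control wells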
DAGLB inh = blocks human DAGLB lipase activity; Q8NCG7; HEK293T DAGLB membrane lysate, EnzChek fluorogenic substrate; inhibition, % at 5.17 µM; hit rate 0.059% among 340,000; in the data active means inhibition above about 34%;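 further: 0% = enzyme with vehicle and 100% = wells lacking enzyme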
Target sequence (Q8NCG7 whole entry, looked up): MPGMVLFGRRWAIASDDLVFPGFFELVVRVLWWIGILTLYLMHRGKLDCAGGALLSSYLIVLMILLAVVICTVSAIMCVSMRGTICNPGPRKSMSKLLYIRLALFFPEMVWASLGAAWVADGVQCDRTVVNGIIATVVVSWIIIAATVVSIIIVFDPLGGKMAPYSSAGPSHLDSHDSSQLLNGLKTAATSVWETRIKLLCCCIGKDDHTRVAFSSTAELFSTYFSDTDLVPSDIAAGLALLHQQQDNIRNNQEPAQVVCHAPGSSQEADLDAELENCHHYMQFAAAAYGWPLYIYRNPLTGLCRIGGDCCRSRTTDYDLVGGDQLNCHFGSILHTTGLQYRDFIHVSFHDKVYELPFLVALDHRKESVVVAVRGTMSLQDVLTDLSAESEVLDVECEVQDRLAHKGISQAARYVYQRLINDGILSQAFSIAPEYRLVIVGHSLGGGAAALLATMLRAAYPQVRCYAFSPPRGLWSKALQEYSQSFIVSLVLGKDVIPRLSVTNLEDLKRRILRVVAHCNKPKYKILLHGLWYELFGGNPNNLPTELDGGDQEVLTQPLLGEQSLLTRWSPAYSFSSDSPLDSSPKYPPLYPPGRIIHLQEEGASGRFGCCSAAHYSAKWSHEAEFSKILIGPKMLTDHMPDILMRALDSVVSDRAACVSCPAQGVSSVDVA
PvdQ inh = P. aeruginosa PvdQ acylase inhibition; purified PvdQ acylase, fluorescence plate reader; inhibition, % at 10 µM; hit rate 0.063% among 340,000; AID 488965; in the data active means inhibition above about 30%, passing the limit was not always enough; inconclusive means no clear call, values can overlap the other calls;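 further: 0% = vehicle neutral wells and 100% = reference inhibitor wells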
AddAB inh = less growth of phage-infected E. coli with AddAB; inhibition, % at 11.9 µM; E. coli expressing H. pylori AddAB, absorbance growth; hit rate 0.29% among 330,000; in the data active means inhibition above about 12%;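 further: 0% = vehicle wells of infected cells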
PfHsp90 yeast 2 = growth inhibition of yeast expressing Plasmodium Hsp90 | S. cerevisiae expressing PfHsp90, BacTiter-Glo ATP, 48 h; yeast lacking PDR1 and PDR3 efflux regulators | hit rate 0.32% among 310,000 | inhibition, % at 9.4 µM;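 active means every replicate shows inhibition above about 80%, whatever the replicate mean, limit read from the data; inconclusive means mean inhibition reaches the set limit but some replicate falls short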;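 further: 0% = DMSO neutral controls and 100% = 20 µM radicicol positive controls; yeast relying on Plasmodium falciparum Hsp90 in place of its own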
Tat export inh = inhibitors of E. coli Tat protein transport | E. coli MC4100 TorA-mCherry Tat export, fluorescence | inhibition, % at 10 µM | hit rate 0.036% among 340,000 | AID 488895;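 active means mean replicate inhibition at least 50% and at least half of replicates individually reaching 50%; inconclusive means only one of the two criteria met; inactive means neither criterion met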;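 further: exported cargo escapes ClpAP degradation while cytoplasmic cargo is degraded and loses fluorescence; 0% = median of neutral control wells and 100% = median of NaSCN control wells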
The depositor's hits bear a star; ? = inconclusive; / = not tested or not shown.

SMILES	Rtt109 Vps75	phage Ecoli inh	Ecoli viability	CAL PDZ FP	Wnt bcat act	DAGLB inh	PvdQ inh	AddAB inh	PfHsp90 yeast 2	Tat export inh
CC(C)c1ccc(NC(=O)NCc2ccc3c(c2)OCO3)cc1	8	3.1	-0.2	-2.4	1	-7	1	-0.4	-8	-4
COc1ccc(NC(=O)N2CCC(O)(c3cccnc3)CC2)c(OC)c1	9	0.5	-3.1	-1.8	/	0	-10	-2.4	-15	-1
CCOc1ccc2oc(C(=O)N(CC)CC(=O)Nc3c(F)cccc3F)c(C)c2c1	2	-1.6	-1.6	-3.0	-1	-3	5	0.5	0	-1
O=C(COc1ccc2ccccc2c1)N1CCN(c2ccccc2)CC1	-6	2.5	-1.8	-4.0	-1	1	-10	-0.7	-10	-9
S=C(NCCCNC(=S)Nc1ccccc1)Nc1ccccc1	-5	4.5	-2.9	-0.5	/	3	-12	0.8	-2	-3
CCOC(=O)N1CCC(NC(=O)c2ccc(CS(=O)(=O)c3c(Cl)cccc3Cl)o2)CC1	5	2.0	-1.7	0.2	-1	-1	-4	4.1	-1	3
O=C(C1CCCCN1S(=O)(=O)c1ccccc1)N1CCN(C(c2ccccc2)c2ccccc2)CC1 (stereo unspecified)	2	1.8	-2.6	-0.1	/	-9	-11	-1.4	-35	-1
CCC(C)Oc1cc(-c2ccnc(Nc3cccc(Cl)c3)n2)ccn1 (stereo unspecified)	-5	3.3	0.2	-1.0	-15	-6	-6	-0.4	3	-1
CC(=O)OC(C(=O)NCCc1ccccc1)c1cccnc1 (stereo unspecified)	4	2.4	-2.1	-0.9	-4	2	5	4.3	3	0
COc1ccc(-c2nc(C#N)c(N3CCN(C(=O)c4ccco4)CC3)o2)cc1OC	-5	0.8	-0.8	-2.8	0	0	-7	2.6	4	-10
COc1ccc(CN(C)C(=O)c2ccc(COc3ccccc3)cc2)c(OC)c1	6	1.4	-1.5	-1.7	-1	-2	-16	1.6	5	11
Cc1cccc(NC(=O)CCNS(=O)(=O)c2cccc3nonc23)c1	30	4.4	0.2	-1.1	-1	-2	6	1.5	7	-2
Cc1c(/C=N/NC(=O)c2cccnc2)cc(C#N)n1C	3	3.5	0.8	4.4	0	0	-8	3.8	0	2
CC1CCc2c(sc3ncnc(NCCN4CCOCC4)c23)C1 (stereo unspecified)	0	1.1	0.5	-2.2	-2	1	-8	-0.2	19	-8
CCCCC(CC)CO (stereo unspecified)	1	2.6	-2.2	0.4	-2	-3	-12	-0.2	9	0
Cc1cc(=O)[nH]c(SCC(=O)Nc2nc(-c3ccccc3)c(-c3ccccc3)o2)n1	/	3.3	4.1	-1.4	9	-2	9	4.0	-19	2
COC(=O)c1ccc(NC(=O)CSc2nnnn2C2CCCCC2)cc1	/	3.5	0.5	-2.4	-6	-4	-2	2.5	0	-4
CCN(CC(=O)Nc1ccc(OC)cc1)C(=O)c1cc2c(s1)CCCCC2	15	0.6	1.6	-3.1	-1	0	3	-2.4	7	1
Cn1cccc1C(C#N)(CC#N)c1cccc(F)c1C#N (stereo unspecified)	8	0.6	-4.0	-1.3	0	-3	-12	0.7	13	-4
Cn1nc(-c2ccc3c(c2)OCCO3)c2ccccc2c1=O	1	3.7	-0.2	-0.7	-1	0	9	-1.8	-2	-4

Ordered by number of heavy atoms (smallest number first): 3 of the compounds above.
SMILES	Rtt109 Vps75	phage Ecoli inh	Ecoli viability	CAL PDZ FP	Wnt bcat act	DAGLB inh	PvdQ inh	AddAB inh	PfHsp90 yeast 2	Tat export inh
CCCCC(CC)CO (stereo unspecified)	1	2.6	-2.2	0.4	-2	-3	-12	-0.2	9	0
O=C(COc1ccc2ccccc2c1)N1CCN(c2ccccc2)CC1	-6	2.5	-1.8	-4.0	-1	1	-10	-0.7	-10	-9
CCN(CC(=O)Nc1ccc(OC)cc1)C(=O)c1cc2c(s1)CCCCC2	15	0.6	1.6	-3.1	-1	0	3	-2.4	7	1

(continued)
SMILES	Rtt109 Vps75	phage Ecoli inh	Ecoli viability	CAL PDZ FP	Wnt bcat act	DAGLB inh	PvdQ inh	AddAB inh	PfHsp90 yeast 2	Tat export inh
CCOCCc1c(O)nc(SCC(=O)NCc2ccco2)[nH]c1=O	9	3.1	0.6	-2.1	-6	-4	4	0.9	-18	0
O=C(c1ccc(N2CN(C(=O)c3ccco3)c3nc4ccccc4nc32)cc1)N1CCOCC1	1	3.1	1.7	-0.7	2	4	-7	3.0	-30	-4
Nc1nonc1C(=O)NCCNc1ccc([N+](=O)[O-])cn1	-7	2.4	0.4	-1.1	-1	0	-5	1.5	/	4
CC(C)(C)c1ccc(S(=O)(=O)NCC(=O)N2CCN(C(=O)c3ccco3)CC2)cc1	5	2.1	-0.5	-4.0	/	1	-19	2.1	-5	2
CCN(CC(=O)Nc1ccc(NC(C)=O)cc1)C(=O)c1cccc(S(=O)(=O)N2c3ccccc3CC2C)c1 (stereo unspecified)	10	1.3	-2.5	-0.7	-1	0	-10	-0.3	-2	3
CCCc1nnc(SCC(=O)Nc2nccs2)o1	3	1.2	-5.6	-3.1	-1	-2	4	-0.3	-11	11
COc1ccc(C(=O)CSc2nnc(-c3ccco3)n2CC2CCCO2)cc1 (stereo unspecified)	4	0.3	-2.1	-1.6	/	0	-7	-1.8	-8	-1
COCCNC(=O)C(c1ccc(Cl)cc1)N(CCOC)C(=O)CCC(=O)Nc1nccs1 (stereo unspecified)	-5	4.2	-1.2	0.1	0	0	8	4.9	6	-7
OCCNC(=S)Nc1ccc(Cl)c(Cl)c1	-2	2.7	1.2	-1.4	1	0	-5	2.8	-19	6
COc1ccc2sc(C)[n+](C)c2c1	-3	2.7	0.0	0.7	0	0	-16	1.7	-7	1
CCc1ccc(-c2cc3c(=O)n(CC(=O)NCc4ccccc4F)ncn3n2)cc1	1	-2.5	-3.1	0.1	1	0	4	-0.2	2	1
CC(=O)c1cc(N2CCOCC2)ccc1[N+](=O)[O-]	19	0.4	/	-0.6	-1	-1	13	/	-2	4
CSCCCN1CC[C@@H](N2CCN(c3ccccc3F)CC2)[C@H](O)C1	-4	-2.6	0.6	0.3	-1	2	-14	0.2	7	-8
CCc1ccc(C(=O)COC(=O)CCc2nc3ccccc3c(=O)[nH]2)cc1	-9	-0.4	1.1	-2.0	/	2	-1	4.5	10	-4
COc1ccc(NS(=O)(=O)c2cccc(C(=O)NNC(=O)COc3ccccc3)c2)cc1	3	2.6	1.0	-1.2	-1	1	8	1.2	-2	3
O=C(O)c1cccc(CSc2nnc(-c3cccnc3)o2)c1	1	0.6	/	-1.1	1	-3	5	/	49	-8
CC(NC(=O)COc1ccccc1)C(=O)N1CCN(c2ccccc2)CC1 (stereo unspecified)	5	-1.2	-1.4	-0.3	0	1	-13	1.5	11	-4
COc1ccc(NC(=S)NNC(=O)Cn2nc(C(F)F)cc2C(F)F)cc1	5	2.8	-1.5	-0.2	0	3	-9	2.9	19	5
O=C(CSc1nc2ccccc2c(=O)n1-c1ccccc1)N1CCc2ccccc2C1	-2	-2.4	-1.4	-1.8	/	0	-15	-2.4	-1	-4
Nc1cc(OC(=O)c2ccc(F)cc2)nn1S(=O)(=O)c1ccc(F)cc1	2	0.6	0.8	-2.0	0	2	-13	2.4	-6	?
COc1ccc(OC)c2[nH]c(=O)c(CCNC(=O)C(=O)c3c[nH]c4ccccc34)cc12	0	3.9	-0.1	-0.7	-9	0	-10	1.4	/	0
CC(=O)NC(Cc1ccc(C(C)C)cc1)C(=O)NC1CCN(c2nc(C)cc(C)n2)CC1 (stereo unspecified)	-3	1.4	0.0	-0.7	/	-2	-17	0.4	-5	-3
O=C(NN1C(=O)C2C(C1=O)C1C=CC2C12CC2)c1ccc(Cl)cc1 (stereo unspecified)	-14	-0.8	0.7	0.8	0	-3	10	2.1	6	-7
Cc1ccc(S(=O)(=O)NCC(=O)OCC(=O)c2c(N)n(C)c(=O)n(C)c2=O)cc1	-4	1.5	1.4	-0.1	1	1	-9	1.1	0	4
COc1ccc(NC(=O)c2cc(-c3ccco3)on2)cc1OC	-17	-2.1	-0.9	-2.0	3	-1	-2	0.5	-16	-2
CC(C)N(C(=O)CSc1nc2ccccc2n1-c1ccccc1)C(C)C	0	3.2	-2.9	0.2	/	-10	-13	-0.2	-26	8
O=C(O)C1CCN(C(=O)CCN2C(=O)S/C(=C\c3ccccc3)C2=O)CC1	0	0.1	-1.1	-2.0	0	0	-10	5.4	14	-3
O=C1NC2NC(=O)N(C(Cc3ccccc3)C(=O)O)C2N1 (stereo unspecified)	0	-1.5	-0.2	0.3	-1	0	-8	0.5	60	5
O=C(N/N=C/c1sc(N2CCOCC2)nc1-c1ccccc1)c1cccc(S(=O)(=O)N2CCCC2)c1	-1	2.3	1.5	-2.4	-4	0	0	-1.0	-24	2
COc1ccc(N(CC(=O)NCc2ccco2)C(=O)CNS(=O)(=O)c2ccc(Cl)cc2)cc1	2	0.7	-1.1	-2.7	1	-2	-13	0.5	-22	2
COc1ccc(Cc2nc(-c3cccs3)no2)cc1	/	4.9	0.1	-4.2	7	-3	7	0.2	3	6
Cc1cccc(NC(=O)CN2C(=O)N/C(=C\c3ccc(N4CCOCC4)cc3)C2=O)c1	-8	4.8	-2.1	-0.2	9	3	-5	-1.2	-5	-1
CC(=O)N1c2ccc(S(=O)(=O)NCCC(=O)Nc3ccc(C)c(F)c3)cc2CC1C (stereo unspecified)	-15	2.1	2.6	-1.8	-1	0	-9	1.9	-23	4
C[C@@H](OC(=O)N1CCCCC1)[C@H]1O[C@]2(C)CCCC[C@H]1O2	5	-0.6	-1.1	0.3	3	-4	-1	-0.1	11	2
CN1CCC(=NNC(=O)CN(c2ccccc2)S(=O)(=O)c2ccccc2)CC1	1	-2.3	-1.6	-0.3	-1	-1	-19	-2.0	8	1
CCCC12CN3CC(C)(CN(C1)C3c1ccco1)C2=O (stereo unspecified)	4	3.8	-0.1	-2.4	-3	1	-2	2.7	-3	-3
O=c1oc2ccccc2cc1-c1nc2ccccc2o1	-167	3.7	1.5	-5.0	35*	-3	6	0.4	1	-5
N#CC(OC(=O)c1ccccc1)c1cccc([N+](=O)[O-])c1 (stereo unspecified)	-13	1.6	/	-0.7	3	-6	72*	/	-29	4
O=C(CSc1nc2ccccc2c(=O)n1Cc1ccco1)NCc1ccco1	-4	0.0	-0.7	-0.8	/	-2	-12	1.6	33	-11
N#Cc1cccc(C(=O)OCC(=O)NC(=O)NC2CCCCC2)c1	-2	0.8	-1.2	-1.9	-2	2	18	-1.5	6	-6
Cc1ccc2[nH]ccc(=O)c2c1	-2	3.1	-3.6	0.3	-1	-1	-7	-0.4	-17	1
Cc1ccc(-c2cc(C(=O)N3CCN(C4CCS(=O)(=O)C4)CC3)c3ccccc3n2)cc1 (stereo unspecified)	10	2.0	-0.5	0.2	-5	-1	-4	0.4	12	5
Cc1cccn2c(=O)c(/C=C(\C#N)C(=O)NC3CCS(=O)(=O)C3)c(N3CCC(C(N)=O)CC3)nc12 (stereo unspecified)	-57	4.2	3.1	-0.9	-1	1	-5	4.9	-7	6
